Screening data (PubChem BioAssay)
dFosB activator – activators of mouse delta FosB homodimer; 340,000 tested, 0.99% active; P13346; activation, % at 25 µM; purified delta FosB, TAMRA-CDK5 oligo fluorescence polarization; percent of positive-control signal above neutral wells;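 active = mean activation above about 17%, with every replicate also reaching it, limit read from the data, passing the limit was not always enough; inconclusive = only one of the two conditions met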;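 note: fluorescence polarization rise as delta FosB binds a TAMRA Cdk5 AP-1 oligo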
Target sequence (P13346 whole entry, looked up): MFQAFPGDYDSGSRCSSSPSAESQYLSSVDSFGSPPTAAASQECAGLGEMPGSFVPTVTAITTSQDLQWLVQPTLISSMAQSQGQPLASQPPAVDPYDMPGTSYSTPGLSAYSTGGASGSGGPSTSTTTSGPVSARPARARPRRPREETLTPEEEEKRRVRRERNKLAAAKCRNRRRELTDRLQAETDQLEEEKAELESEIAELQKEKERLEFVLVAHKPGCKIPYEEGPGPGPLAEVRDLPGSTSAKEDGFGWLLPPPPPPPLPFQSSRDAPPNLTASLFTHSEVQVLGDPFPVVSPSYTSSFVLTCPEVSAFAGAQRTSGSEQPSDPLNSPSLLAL
V-ATPase pH – yeast V-ATPase proton transport regulation by pHLuorin; S. cerevisiae, pHLuorin cytosolic pH fluorescence; response, % at 10 µM; 350,000 tested, 0.37% active; AID 504577; in the data active = response mostly above about 7.3%, no sharp cut-off; inactive = mostly below about 5.4%; note: actives read high; inactives centre near 0; some compounds called inactive have numbers as strong as hits
cardiac RTF act – cardiac RTF calcium sensitization. AID 493008. IANBD-labeled TnC RTF fluorescence at EC20 calcium; 0% EC20 calcium, 100% full calcium. activation, % at 7.2 µM. P19429+P45379. 340,000 tested, 0.24% active;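 active = activation above the mean over all tested compounds plus 3 SD, cut at about 30% in these data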;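 note: rise in fluorescence read as greater calcium sensitivity of cardiac thin filaments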
CAL PDZ FP-1 – blocks peptide binding to the human CAL PDZ domain. Q9HD26. purified CAL PDZ, TMR-peptide fluorescence polarization, 1 h. inhibition, % at 24.9 µM. 300,000 tested, 0.92% active. AID 602252;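 active = mean inhibition of at least 30% with at least half of replicates also reaching 30%; inconclusive = no clear call, values can overlap the other calls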;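 note: 0% = DMSO neutral control and 100% = excess unlabeled competitor peptide PRC23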
Rtt109 Vps75 – C. albicans Rtt109 histone acetyltransferase inhibition; Q5AAJ8; purified Rtt109/Vps75, ThioGlo CoA-SH fluorescence, 4 h; inhibition, % at 34.9 µM; 330,000 tested, 0.16% active; AID 540336;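 active = inhibition of at least 50% in every replicate; inconclusive = best replicate reaches 50% inhibition but some replicates fall short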
Target sequence (Q5AAJ8 whole entry, looked up): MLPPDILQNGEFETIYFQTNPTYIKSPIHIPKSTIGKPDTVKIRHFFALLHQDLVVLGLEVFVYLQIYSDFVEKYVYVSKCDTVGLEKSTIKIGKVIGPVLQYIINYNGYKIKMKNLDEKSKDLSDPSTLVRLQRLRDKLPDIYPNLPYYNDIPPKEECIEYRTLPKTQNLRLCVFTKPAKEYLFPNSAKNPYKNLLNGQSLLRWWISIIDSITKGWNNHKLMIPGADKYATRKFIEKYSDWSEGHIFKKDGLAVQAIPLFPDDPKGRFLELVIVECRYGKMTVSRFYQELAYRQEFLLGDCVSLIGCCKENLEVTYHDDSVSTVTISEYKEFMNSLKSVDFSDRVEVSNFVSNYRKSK
Wnt bcat act – activates Wnt/beta-catenin signaling in a reporter cell assay; activator, plate reader; AID 743398; 300,000 tested, 1.2% active; activation, % at 9.35 µM; in the data active = activation above about 30%, passing the limit was not always enough; inconclusive = no clear call, values can overlap the other calls;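 note: 0% = neutral control wells and 100% = positive control wells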
Tat export inh – inhibitors of E. coli Tat protein transport. E. coli MC4100 TorA-mCherry Tat export, fluorescence. 340,000 tested, 0.036% active. inhibition, % at 10 µM;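 active = mean replicate inhibition at least 50% and at least half of replicates individually reaching 50%; inconclusive = only one of the two criteria met; inactive = neither criterion met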;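 note: exported cargo escapes ClpAP degradation while cytoplasmic cargo is degraded and loses fluorescence; 0% = median of neutral control wells and 100% = median of NaSCN control wells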
MITF act – increases MITF-driven TRPM1 promoter luciferase signal. SK-MEL-5 TRPM1-promoter luciferase, 24 h; % of positive control, neutral wells = 0. activation, % at 12.5 µM. 300,000 tested, 0.75% active. AID 588334;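 active = mean activation of at least 80% with every replicate also reaching 80%; inconclusive = mean reaches 80% but some replicate falls short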;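 note: 0% = neutral control wells and 100% = parthenolide positive control wells; values of inactives mirror those of a sister screen read the other way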
CAL PDZ FP-2 – inhibitors of human CAL PDZ peptide binding | Q9HD26 | purified CAL PDZ, TMR-peptide fluorescence polarization, 1 h | inhibition, % at 20 µM | 330,000 tested, 0.02% active | AID 504414;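 active = highest replicate inhibition of at least 40%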;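 note: plate controls were DMSO neutral control wells for no effect and unlabeled competitor peptide control wells for full effect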
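Test system: tagged CAL PDZ domain / Buffer or medium: sodium phosphate/NaCl buffer pH 7.4 with TCEP, IgG, Thesit / Reagent: TMR-labelled reporter peptide T*-PRC34 bound in PDZ groove / Compound dosing: single point, 20 µM / Schedule: 1 h incubation at room temperature before polarization reading / Technique: fluorescence polarization (mP) / Benchmarks: unlabelled peptide, DMSO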
CDK5 p35 inh – CDK5/p35 (human) kinase inhibition; Q00535+Q15078; Recombinant CDK5/p35, ADP-Glo luminescence, 60 min; inhibition, % at 10 µM; AID 488839; 330,000 tested, 0.01% active;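 active = highest replicate inhibition of at least 50% and at least 75% of replicates reaching 50%; inconclusive = only one of the two criteria met; inactive = both criteria failed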;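 note: plate controls were DMSO neutral control for no effect and GW8510 at 10 µM for full effect; many of its hits are not listed in these tables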
Numbers without * were called inactive; u = inconclusive; x = no result given.

Molecule	cardiac RTF act	CDK5 p35 inh	CAL PDZ FP-1	dFosB activator	Rtt109 Vps75	V-ATPase pH	Tat export inh	CAL PDZ FP-2	Wnt bcat act	MITF act
CC[C@@H](C)[C@@H]1CN([C@@H](CN2CCC[C@H]2CN2C(N)=NC[C@H]2CC(C)C)C(C)C)C(=N)N1CCCC1CCCC1	-7	0.4	-4	4	0	1	8	-3.6	-3	13
O=C(CCl)NN1C(=O)NC(c2ccccc2)(c2ccccc2)C1=O	-9	0.8	-5	-1	0	12*	-3	-0.8	0	3
COc1ccc(S(=O)(=O)Nc2ccc(O)c(Sc3ncn[nH]3)c2)cc1	-4	-0.9	3	-3	2	5	-3	-0.5	x	-4
O=c1c2sc3nc(N4CCOCC4)c4c(c3c2ncn1-c1ccccc1)CCCC4	2	0.4	0	-8	1	1	-3	-2.8	0	1
COc1ccc(C(=O)COc2ccc3ccc(=O)oc3c2)cc1	1	0.4	2	-14	0	3	-6	-0.5	27	11
CC1(C)Cc2c(C#N)c(NCc3ccco3)nc(-c3ccco3)c2CO1	-2	0.7	-5	-5	5	-2	1	0.4	x	10
Cc1onc(-c2ccccc2Cl)c1C(=O)N1CCCCCC1	-3	-0.1	6	-2	5	1	5	-2.2	0	3
O=C(N/N=C/c1ccc(Br)s1)c1cccnc1	-2	0.8	-1	-3	1	-4	-8	-3.3	-3	9
CC(=O)c1ccc(OCc2cc(C(=O)N3CCC(c4ccncc4)CC3)no2)cc1	-2	x	-3	-7	8	-1	0	-2.5	12	-7
CCN1C(=O)CC(NNC(=O)c2ccc(Cl)cc2)C1=O (stereo not given)	-8	0.7	-4	7	-13	-4	8	-1.5	-4	x
COc1ccccc1CCCNC(=O)C1CCC(=O)N(Cc2ccccc2F)C1 (stereo not given)	-6	2.1	5	-8	1	-2	3	-1.0	12	u
CC1=C(C(=O)OCC2CCCO2)C(c2ccc(C)cc2)C2=C(CCCC2=O)N1 (stereo not given)	10	0.7	-2	-7	1	2	-13	-5.4	-1	-8
CCN1C(=O)c2cccc3c(NC(=O)c4ccc(S(=O)(=O)N5CCOCC5)cc4)ccc1c23	0	-0.1	-4	-1	9	0	17	-2.4	x	-20
CC(C)(C)c1ccc(OCC(=O)NNC(=O)Nc2ccccc2)cc1	1	-1.1	1	3	-1	3	-1	-1.2	1	x
COc1ccc2oc(C(=O)OCC(=O)Nc3ccc(OC)c(S(N)(=O)=O)c3)c(C)c2c1	-9	-1.5	-3	-12	11	1	12	-2.3	4	12
O=C(CSCc1nc2ccccc2[nH]1)N1CCN(c2cccc(Cl)c2)CC1	-1	-0.7	-1	-8	1	0	3	-2.6	x	x
CC(=NCc1cccc(Cl)c1)c1nc(-c2ccco2)oc1O	3	1.8	-3	-7	1	-1	4	0.0	x	-6
Cc1ccc(N(Cc2cc3ccc(C)cc3[nH]c2=O)S(=O)(=O)c2ccccc2)c(C)c1	2	1.6	6	8	4	-1	4	-0.3	0	-5
O=C(NC1CCCCCCC1)c1ccc(F)c(S(=O)(=O)N2CCOCC2)c1	-2	-0.6	x	-7	-2	4	5	0.5	3	18
O=C(O)CCCCCCCCCC(=O)c1cccs1	-3	2.0	-1	-2	1	-1	-4	-1.6	-5	-2
CCC(C(=O)N1CCc2cc(OC)c(OC)cc2C1)c1ccccc1 (stereo not given)	10	-2.8	-16	-8	-6	-3	-5	-7.5	-3	x
OC(CN1CCCCC1)Cn1c(C(F)(F)F)nc2ccccc21 (stereo not given)	2	-1.1	4	-2	0	-3	3	-2.3	-2	-3
Nc1nncn1C(=O)c1cccs1	-8	2.2	-7	-1	-8	0	-8	0.8	-1	4
CC(=O)C[C@H](O)CC(=O)[C@H]1OC(=O)[C@H](C)CCCCc2ccccc21	-3	-1.8	-2	1	-13	-5	1	0.5	-1	-5
CS(=O)(=O)N(CC(=O)Nc1ccc(F)c(F)c1)c1cccc([N+](=O)[O-])c1	4	-0.6	-2	1	-5	-1	10	-0.5	x	4
CC(Oc1ccc2ccccc2c1)C(=O)NNC(=O)Nc1ccccc1 (stereo not given)	2	2.1	-2	-13	-1	-7	1	-2.7	0	2
CCN(CC(=O)Nc1ccc2c(c1)OCCO2)C(=O)c1ccc(C)c(S(=O)(=O)N2CCOCC2)c1	-7	-1.1	-3	-6	2	0	-6	-2.8	2	5
O=C(COc1cccnc1[N+](=O)[O-])N1CCN(S(=O)(=O)c2ccccc2)CC1	-4	0.9	-1	-6	-3	1	6	-2.7	x	2
CCc1ccc(/C=N/NC(=S)NCCc2ccccc2)cc1	-7	2.8	-2	9	-5	2	-12	x	x	-10
O=C(c1ccc2oc(CCCc3ccccc3)nc2c1)N1CCCC1	1	0.5	-4	-10	2	-3	-3	0.1	35*	64
COC(=O)CCC(=O)Nc1ccc(OC)cc1	-1	0.4	5	1	-4	-2	-6	x	0	-1
CC(C)(C)c1ccc(C(=O)CCC(=O)OCC(=O)NCCc2ccc(S(N)(=O)=O)cc2)cc1	-3	0.3	-6	-9	4	0	6	-2.2	-2	-4
Cc1ccc(NS(=O)(=O)c2cccc(C(=O)NNC(=O)c3ccco3)c2)c(C)c1	-6	-0.6	-2	-7	3	4	-2	-2.4	2	-2
CCOC(=O)N1CCN(C(=O)C(CC(C)C)NS(=O)(=O)c2ccc3c(c2)oc(=O)n3C)CC1 (stereo not given)	6	1.5	-2	-2	3	0	0	-2.0	x	-4
COc1ccccc1-c1noc(-c2ccccc2C(=O)Nc2cccnc2)n1	-1	1.4	-1	-10	9	6	-2	-0.9	x	6
CCCCCc1nnc(NC(=O)CS(=O)(=O)Cc2ccccc2)s1	4	-1.1	3	-13	0	1	1	0.2	x	x
CC12CC3CC1C(C(=O)O2)C3C(=O)O (stereo not given)	-6	2.2	-2	-8	-4	-6	-12	0.2	0	1
CSCCC(NC(=O)OC(C)(C)C)C(=O)NC(CC(C)C)C(N)=O (stereo not given)	0	-0.3	x	-6	4	15	-2	0.7	x	-6
COC(=O)c1sccc1NC(=O)CSc1ccccc1NS(=O)(=O)c1ccc(F)cc1	-7	0.0	-4	-10	-5	6	9	-1.9	0	11
O=S1(=O)C=C(N2CCOCC2)c2ccccc21	1	1.0	-3	-6	19	-1	2	-3.1	x	x
CCN(CC)S(=O)(=O)c1cccc(C(=O)NC(C(=O)NCCc2ccccn2)C(C)C)c1 (stereo not given)	-1	1.2	1	-5	0	2	-1	-1.0	-3	0
FC(F)(F)C1=CC(c2ccc(Br)cc2)=NCCN1	3	-0.3	-7	-3	1	-3	1	-0.5	x	-4
Cc1ccccc1/C=N/Nc1nc2ccccc2[nH]1	7	2.8	2	-3	x	-5	-1	0.1	8	34
COc1ccc(NC(=O)c2cccnc2N2CCOCC2)cc1	-4	-1.4	-3	4	-27	-2	-6	-6.9	-1	-5
COC(C(=O)N1CCC(CCC(=O)Nc2ccccc2)CC1)c1ccccc1 (stereo not given)	-5	-0.9	-2	-2	-5	0	-10	-2.2	7	33
O=C(CSc1ccccc1)Nc1ccc(-c2nc3ccccc3[nH]2)cc1	6	1.1	3	15	3	-1	-3	-1.4	15	52
COc1ccc2nc(SCC(=O)Nc3ccc(S(=O)(=O)Nc4onc(C)c4C)cc3)[nH]c2c1	2	-0.9	-4	-10	11	3	5	-1.1	x	-11
COC(=O)c1[nH]c2c(c1C)C(=O)CC(c1ccc(C)cc1)C2 (stereo not given)	-2	-0.7	-3	-3	-1	1	7	-1.2	x	7
CCOC(=O)C1CCN(c2nc3ccccc3nc2C(C#N)C(=O)OC(C)C)CC1 (stereo not given)	-1	-0.1	1	-11	-12	-2	8	-0.7	x	-11
COc1cc(OC)cc(-c2c(-c3cccs3)c3cc(-c4ccc(C(N)=O)cc4)ccc3n2C)c1	-1	-1.5	0	0	-10	-1	-4	-0.5	-13	0
Cc1cc(OCC(O)CN2CCN(c3ccccn3)CC2)cc(C)c1Cl (stereo not given)	-1	-0.5	1	1	10	-4	10	-1.3	-2	x
COc1cc(OC)c(S(=O)(=O)Nc2ccccc2N2CCOCC2)cc1NC(C)=O	4	1.2	x	-6	1	-4	2	-0.1	-2	-7
COc1cc2c(cc1OC)CN(CC(=O)Nc1ccccc1C(=O)NC1CC1)CC2	-4	0.4	-7	-6	0	2	-3	-0.3	1	x
Cc1cc(C)nc(-n2nc(C)c3c(C(=O)O)cc(-c4cccc(Br)c4)nc32)n1	-7	0.9	8	-1	-2	-2	4	-0.8	-2	0
CCOC(=O)c1ccc(NC(=O)CC2Sc3ncnn3C2=O)cc1 (stereo not given)	3	0.6	-4	4	3	-3	3	0.0	x	x
Cc1cc2oc(=O)c(CC(=O)NCCCO)c(C)c2c2occ(C(C)(C)C)c12	-3	1.0	-5	-18	13	1	3	-3.9	5	26
COc1ccc(S(=O)(=O)N2CCC(C(=O)NCCCN3CCOCC3)CC2)cc1	-5	-0.3	4	0	-1	1	-9	-1.4	0	17

Taken from the results shown for reference:
Molecule	cardiac RTF act	CDK5 p35 inh	CAL PDZ FP-1	dFosB activator	Rtt109 Vps75	V-ATPase pH	Tat export inh	CAL PDZ FP-2	Wnt bcat act	MITF act
COc1cc2c(cc1OC)CN(CC(=O)Nc1ccccc1C(=O)NC1CC1)CC2	-4	0.4	-7	-6	0	2	-3	-0.3	1	x
Cc1cc(C)nc(-n2nc(C)c3c(C(=O)O)cc(-c4cccc(Br)c4)nc32)n1	-7	0.9	8	-1	-2	-2	4	-0.8	-2	0
CCOC(=O)c1ccc(NC(=O)CC2Sc3ncnn3C2=O)cc1 (stereo not given)	3	0.6	-4	4	3	-3	3	0.0	x	x
Cc1cc2oc(=O)c(CC(=O)NCCCO)c(C)c2c2occ(C(C)(C)C)c12	-3	1.0	-5	-18	13	1	3	-3.9	5	26
COc1ccc(S(=O)(=O)N2CCC(C(=O)NCCCN3CCOCC3)CC2)cc1	-5	-0.3	4	0	-1	1	-9	-1.4	0	17
